Source: PubChem BioAssay (The Scripps Research Institute Molecular Screening Center)
TTR transcr act: TTR transcription activators in neuroblastoma reporter cells, primary screen, cell-based, luminescence, SH-SY5Y, TTR promoter Gaussia luciferase. 100% = recombinant luciferase protein wells. activation, % at 16.7 µM. hit rate 1.3% among 92,000. AID 1117267, 2014;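 active = activation above the mean of all tested compounds plus 3 SD, cut at about 9.5% in these data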;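 note: cells exposed to compounds for one day before reading; 0% = median of all test compound wells on the plate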
Starred values were filed as active, the others as inactive. Only part of the results is shown; the hit share may differ from the screen's.

O=C(Nc1cccc(Br)c1)c1cccc(OC(=S)N2CCOCC2)c1 was read as TTR transcr act -0.5.
COC(=O)[C@@H](Cc1c[nH]c2ccccc12)NC(=O)CNC(=O)c1ccccc1OC was read as TTR transcr act 0.7.
Cc1ccc(C)c(OCCn2c(=O)c3c(ncn3C3CCCC3)n(Cc3ccccc3)c2=O)c1 was read as TTR transcr act 1.4.
Screening O=C(N/N=C/c1ccc(F)cc1)c1cc(-c2ccco2)nc2ccccc12 returned TTR transcr act -2.2.
COc1cccc(-n2nnc3c(=O)n(CC(=O)N4CCC(Cc5ccccc5)CC4)cnc32)c1 was read as TTR transcr act -2.0.
For CC(C)OC(=O)c1cccc(NC(=O)c2ccccc2)c1 the results were TTR transcr act 1.7.
`CCOc1ccc(NC(=O)CSc2nccn2Cc2ccco2)cc1` gave TTR transcr act -0.1.
`COc1ccccc1-c1nnc(SCC(=O)OC(C)C)o1` gave TTR transcr act -0.8.
`C[C@@H]1ON(C)[C@H]2C[C@H]3c4[nH]c5ccccc5c4CCN3C[C@@H]12` gave TTR transcr act -0.2.
CSc1nnc(-c2sccc2OCc2ccc(C)cc2)n1C was read as TTR transcr act 0.9.
Cc1ccc(NC(=O)CN(C)C(=O)COC(=O)c2oc3ccccc3c2C)cc1 was read as TTR transcr act -1.6.
Screening CN(Cc1ccccn1)Cc1cn(Cc2ccccc2)nc1-c1ccc2c(c1)OCO2 returned TTR transcr act 0.5.
O=C(c1cc2n(n1)C(C(F)(F)F)CC(c1ccco1)N2)N1CCN(c2ccccn2)CC1 (configuration not stated) was read as TTR transcr act -2.6.
For COc1ccc(C(=O)NC(=S)Nc2ccc(NC(=O)c3ccco3)cc2)cc1[N+](=O)[O-] the results were TTR transcr act 0.2.
COc1ccc(/C=C/C(=O)OCC(=O)NC2CCCCCCC2)cc1 was read as TTR transcr act -0.4.
For COc1ccc(OCc2cccc(C(=O)N3CCCC3)c2)cc1 the results were TTR transcr act -1.5.
Screening O=C(NCC(=O)N(Cc1ccccc1)C(C(=O)NC1CCCCC1)c1ccco1)c1ccco1 (configuration not stated) returned TTR transcr act -1.9.
For O=[N+]([O-])c1ccc(NC(=S)N2CCOCC2)cc1 the results were TTR transcr act -0.9.
`Cc1ccccc1-n1nnnc1SCC(N)=O` gave TTR transcr act -0.1.
`O=C(NCCc1ccncc1)Nc1ccc(F)cc1` gave TTR transcr act -1.2.
`COC(=O)c1cc(OC)c(OC)cc1NC(=S)Nc1cc(Cl)ccc1OC` gave TTR transcr act 9.0.
Screening COc1ccc(-c2ccc(CN3C(C(C)C)C(=O)N(Cc4cn(CCC5OCCO5)nn4)CCS3(=O)=O)cc2)cc1 (configuration not stated) returned TTR transcr act -1.2.
`Cc1ccc(OCc2nnc(-c3ccc(Cl)cc3)o2)cc1` gave TTR transcr act -1.5.
For Cc1c(C(c2cccc([N+](=O)[O-])c2O)c2c(C)n(C)n(-c3ccccc3)c2=O)c(=O)n(-c2ccccc2)n1C the results were TTR transcr act 0.9.
Screening O=C(CNC(=O)c1ccccc1)Nc1ccsc1C(=O)O returned TTR transcr act -1.7.
O=C(CCC(=O)N(CC(=O)NC1CCCCC1)c1ccc2c(c1)OCO2)Nc1ccccn1 was read as TTR transcr act 0.7.
For Cc1cn([C@H]2C[C@H](O)[C@@H](CNCc3cccc(OC4CCCC4)c3)O2)c(=O)[nH]c1=O the results were TTR transcr act 1.9.
CN(C)CC1CCCCC1OC(=O)c1ccc(Br)cc1 (configuration not stated) was read as TTR transcr act 0.1.
O=C(COC(=O)c1ccc2c(c1)OCO2)Nc1ncc(Cl)cc1Cl was read as TTR transcr act -0.4.
For CCc1cc2ccc(C)c(C)c2nc1SCC(=O)NNC(=O)c1ccco1 the results were TTR transcr act -1.7.
For Cc1cc(N2CCOCC2)nc(NCc2ccccc2)n1 the results were TTR transcr act 0.9.
For CCc1noc(C)c1C(=O)NC1CC(C)(C)Cc2c1cnn2-c1ccccc1 (configuration not stated) the results were TTR transcr act 0.6.
`Cc1ccc(NC(=O)C2=CN3CCS(=O)(=O)N=C3C=C2)cc1` gave TTR transcr act -1.0.
For O=C(CCCN1C(=O)/C(=C/c2ccccc2Cl)SC1=S)Nc1ccccn1 the results were TTR transcr act 5.6.
O=C(CCNS(=O)(=O)c1ccccc1C(F)(F)F)NCc1ccc2c(c1)OCO2 was read as TTR transcr act 3.4.
For COC(=O)[C@@H]1C[C@@]2(Br)c3ccccc3N(S(=O)(=O)c3ccccc3)[C@H]2N1C(=O)OC the results were TTR transcr act 1.2.
CN1C(=O)[C@H]2[C@@H](c3ccc(C(F)(F)F)cc3)N[C@]3(CCCN(Cc4ccco4)C3=O)[C@H]2C1=O was read as TTR transcr act 0.7.
`Cc1cccc(OCC(=O)Nc2ccccc2-c2ccccc2)c1` gave TTR transcr act -0.5.
Screening COc1cc(/C=C/C(C)=O)cc(OC)c1OC returned TTR transcr act 4.1.
For COc1ccc(OC)c(C2C/C(=N/O)C(C)C(c3cc(OC)ccc3OC)N2)c1 (configuration not stated) the results were TTR transcr act 2.0.
`CCOC(=O)c1sc2nc(N3CCCC3)c3c(c2c1N)CC(C)(C)OC3` gave TTR transcr act -0.1.
COc1cc(S(=O)(=O)NCCN2CCOCC2)c(OC)cc1Cl was read as TTR transcr act -2.2.
COc1cc(CCC(=O)O)on1 was read as TTR transcr act 1.4.
Screening CCC1=NN2C(=N)/C(=C\c3cccn3-c3c(C)cccc3C)C(=O)N=C2S1 returned TTR transcr act -0.1.
Cc1ccc(S(=O)(=O)NC(CC(=O)NCC2CCCO2)c2ccco2)cc1 (configuration not stated) was read as TTR transcr act 6.7.
`COc1ccc(NC(=O)C2CCCN(C(=O)Nc3ccc(F)cc3)C2)cc1OC` (configuration not stated) gave TTR transcr act 0.5.
`Cn1nc(C(=O)N2CCc3ccccc32)c2ccccc2c1=O` gave TTR transcr act -0.7.
Screening CC1(C)CC(=O)C=C(c2ccc(COC(=O)/C=C/c3ccccc3)cc2)C1=O returned TTR transcr act -0.3.
Screening COc1ccc2[nH]c(=O)cc(C(=O)O)c2c1 returned TTR transcr act -0.6.
For CCC(C)NC(=O)Cn1ccc2cc(S(=O)(=O)N3CCCCCC3)ccc21 (configuration not stated) the results were TTR transcr act 1.1.
Screening COc1ccc(S(=O)(=O)NC(C)C)cc1-n1cnnn1 returned TTR transcr act 1.3.
Screening Cc1ccc(OCc2nc(C#N)c(NCc3ccco3)o2)cc1 returned TTR transcr act 1.8.
For Cc1onc(-c2ccccc2Cl)c1C(=O)NNC(=O)c1ccc(F)cc1 the results were TTR transcr act 1.1.
Screening Cc1cc(C)n2nc(C(=O)N3CCN(c4ccc([N+](=O)[O-])cc4)CC3)nc2n1 returned TTR transcr act 2.8.
`Cc1ccccc1-c1nnc(SCCC(=O)N2CCOCC2)o1` gave TTR transcr act 1.3.
`Cc1onc(-c2ccccc2Cl)c1C(=O)N(C)C1CCCCC1` gave TTR transcr act 2.1.
Screening COc1ccc(/C=C/c2c([N+](=O)[O-])c(=O)n(C)c(=O)n2C)cc1 returned TTR transcr act 1.4.
For O=C(NCc1ccc(F)cc1Cl)C1CCN(S(=O)(=O)N2CCCCC2)CC1 the results were TTR transcr act 0.5.
For CCSc1nnc(NC(=O)Cc2ccccc2OC)s1 the results were TTR transcr act -0.6.
CCOC(=O)c1cnc2c(cnn2C)c1NCCCn1ccnc1 was read as TTR transcr act 1.7.

Molecules listed so far with fluorine (eight):
Screening O=C(N/N=C/c1ccc(F)cc1)c1cc(-c2ccco2)nc2ccccc12 returned TTR transcr act -2.2.
O=C(c1cc2n(n1)C(C(F)(F)F)CC(c1ccco1)N2)N1CCN(c2ccccn2)CC1 (configuration not stated) was read as TTR transcr act -2.6.
`O=C(NCCc1ccncc1)Nc1ccc(F)cc1` gave TTR transcr act -1.2.
O=C(CCNS(=O)(=O)c1ccccc1C(F)(F)F)NCc1ccc2c(c1)OCO2 was read as TTR transcr act 3.4.
CN1C(=O)[C@H]2[C@@H](c3ccc(C(F)(F)F)cc3)N[C@]3(CCCN(Cc4ccco4)C3=O)[C@H]2C1=O was read as TTR transcr act 0.7.
`COc1ccc(NC(=O)C2CCCN(C(=O)Nc3ccc(F)cc3)C2)cc1OC` (configuration not stated) gave TTR transcr act 0.5.
For Cc1onc(-c2ccccc2Cl)c1C(=O)NNC(=O)c1ccc(F)cc1 the results were TTR transcr act 1.1.
For O=C(NCc1ccc(F)cc1Cl)C1CCN(S(=O)(=O)N2CCCCC2)CC1 the results were TTR transcr act 0.5.

At a glance, some entries already given.
`CCOC(=O)c1sc2nc(N3CCCC3)c3c(c2c1N)CC(C)(C)OC3` gave TTR transcr act -0.1.
COc1cc(S(=O)(=O)NCCN2CCOCC2)c(OC)cc1Cl was read as TTR transcr act -2.2.

More compounds
O=c1[nH]c(=O)c2[nH]c(=S)n(-c3ccccc3)c2[nH]1 was read as TTR transcr act -0.4.
Screening CCN(CC)CCCCN1c2ccccc2Sc2ccccc21 returned TTR transcr act -1.1.
Screening COc1cccc(-c2nc(CS(=O)(=O)CC(=O)Nc3ccccc3Br)c(C)o2)c1 returned TTR transcr act 0.8.
`O=C(Nc1cc(Cl)ccn1)C1(c2ccccc2)CC1(Cl)Cl` (configuration not stated) gave TTR transcr act 0.9.
For NS(=O)(=O)c1ccc(N/N=C/c2ccncc2)cc1 the results were TTR transcr act -0.7.
For COc1ccc(NC(=O)c2ccc(-c3ccccc3C(F)(F)F)o2)cc1 the results were TTR transcr act 7.9.
`CCOc1ccc(CCN2C(=S)N([C@@H](CC(C)C)CN3CCC[C@@H]3CN3C(=S)NC[C@@H]3CC(C)C)C[C@@H]2Cc2ccc(O)cc2)cc1` gave TTR transcr act -1.9.
`COc1ccccc1-n1ccnc(SCC(=O)NCc2ccccc2)c1=O` gave TTR transcr act 3.6.
`CN(C)CCc1cc2c(c3c1ccc1ccccc13)OCO2` gave TTR transcr act 1.9.
For OCCO the results were TTR transcr act 1.8.
NC(=O)c1ccc(CN2CCc3ccccc3C2)cc1 was read as TTR transcr act 0.0.
For O=S1(=O)CCOC[C@H](Cc2ccccc2)N1Cc1ccccc1 the results were TTR transcr act 4.5.
Screening Cc1ccc(NC(=O)c2sccc2C)nc1 returned TTR transcr act 0.5.
CNC(=O)c1[nH]cnc1C(=O)NCC(=O)OC(C)(C)C was read as TTR transcr act -2.7.
O=C(NCCN1CCOCC1)c1cc(-c2cccs2)on1 was read as TTR transcr act 0.1.
COC(=O)c1cccc(NC(=O)Nc2ccccc2OC)c1 was read as TTR transcr act -0.4.
`COC(=O)CSc1ccsc1C(=O)O` gave TTR transcr act -1.0.
For Cc1cc(Cl)cc2c1NC(=O)[C@]21[C@@H]2C(=O)N(Cc3ccccc3)C(=O)[C@@H]2[C@@H]2CCCN21 the results were TTR transcr act 0.0.
Screening COc1cc(C2C3=C(CC(C)(C)CC3=O)Nc3c2c(=O)[nH]c(=O)n3Cc2ccccc2)ccc1O (configuration not stated) returned TTR transcr act 2.8.
CCS(=O)(=O)N1CCN(CC2CC3C=CC2C3)CC1 (configuration not stated) was read as TTR transcr act 0.1.
Screening CSCCC(=O)N1CCC(n2nccc2NC(=O)c2ccc3c(c2)OCO3)CC1 returned TTR transcr act -1.4.
For O=C(Nc1ccc([N+](=O)[O-])cc1)C1(c2ccccc2)CCOCC1 the results were TTR transcr act 1.7.
COc1ccc(C(=O)OC(C)C(=O)NC2CCCc3ccccc32)cc1OC (configuration not stated) was read as TTR transcr act -0.6.
`CCOc1ccc(CCNC(=O)COC(=O)c2[nH]c(C)c(C(C)=O)c2C)cc1OCC` gave TTR transcr act 2.9.
For C[C@@]12C(=O)Nc3ccc(Cl)cc3C(=O)N1[C@H]1c3cc(Cl)ccc3OC[C@@H]1[C@@H]2c1ccccc1 the results were TTR transcr act 5.0.
CC(=O)N1CCCN(C(=O)c2ccc3nc(Cc4ccccc4F)oc3c2)CC1 was read as TTR transcr act 2.4.
`COc1cc(-c2noc(CCCC(=O)NCc3ccccc3)n2)cc(OC)c1OC` gave TTR transcr act 1.2.
CSc1nsc(SCC(=O)Nc2ccc(C(N)=O)cc2)n1 was read as TTR transcr act 1.8.
For CC(C)c1ccc(NC(=O)C2CCCN(S(=O)(=O)c3cccnc3)C2)cc1 (configuration not stated) the results were TTR transcr act -2.7.
For O=C(Nc1ccccc1)Nc1nnc(Cc2ccccc2F)s1 the results were TTR transcr act -0.1.
`COc1ccc(C(CNC(=O)Cc2ccccc2Cl)N2CCCCC2)cc1` (configuration not stated) gave TTR transcr act 1.4.
`COc1ccccc1N1C(=O)c2ccccc2NC1C(OC)OC` (configuration not stated) gave TTR transcr act 2.0.
NC(=S)c1ccc(OCCCc2ccccc2)cc1 was read as TTR transcr act 0.1.
`COc1ccc(NC(=O)C2CCCN(c3ncccn3)C2)cc1` (configuration not stated) gave TTR transcr act 0.8.
For CCn1c(SCC(=O)OCc2ccccc2)nc2c1c(=O)n(C)c(=O)n2C the results were TTR transcr act -0.7.
For CCn1ccnc1CN(C)Cc1cn[nH]c1-c1ccc(OC)c(F)c1 the results were TTR transcr act -0.2.
For Cc1noc(C)c1-c1ccc2ncnc(NCC3CCCCN3C)c2c1 (configuration not stated) the results were TTR transcr act 0.5.
For O=C(NC(=S)Nc1ccc(NC(=O)c2cccs2)cc1)c1ccc([N+](=O)[O-])cc1 the results were TTR transcr act 1.3.
For CCCCN(C)CCCNC(=O)/C=C1\Sc2ccccc2NC1=O the results were TTR transcr act 0.7.
For O=C(O)C1CCN(C(=O)CCc2ccccc2)CC1 the results were TTR transcr act 7.2.
Screening COP1(=O)CCOCC[C@H](CC(C)C)NC(=O)[C@H](CC(C)C)N1 (some centres not stated) returned TTR transcr act -1.4.
O=C(c1ccc(S(=O)(=O)N2CCOCC2)cc1)N1CCN=C1SCc1cccnc1 was read as TTR transcr act 0.5.
Screening O=C(C[C@@H]1C/C=C/CC[C@@H](Cc2ccc(F)cc2)C(=O)O[C@@H](c2ccccc2)CNC1=O)NCCO returned TTR transcr act -0.4.
Cn1cc(CCC(=O)NC2CC2)c2ccccc21 was read as TTR transcr act 0.0.
For O=C(c1ccncc1)N(c1ccc2oc3c(c2c1)CCCC3)S(=O)(=O)c1cccc([N+](=O)[O-])c1 the results were TTR transcr act 1.5.
